Bioassay records (PubChem)
MEP2-GFP yeast – alters MEP2-GFP fluorescence in TOR pathway yeast screen; S. cerevisiae MEP2-GFP strain, flow cytometry GFP, 3 h; 100% = DMSO control level; GFP response vs DMSO, % at 10 µM; 330,000 compounds, 0.51% hits; AID 2016;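 active means GFP response versus DMSO above a set limit, roughly screen mean plus 3 SD, cut at about 180% in these data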;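 further: median GFP fluorescence of the barcode-gated MEP2-GFP cells per well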
CIT2-GFP yeast – alters CIT2-GFP fluorescence in TOR pathway yeast screen. S. cerevisiae CIT2-GFP strain, flow cytometry, 3 h; 100 means same as DMSO wells. GFP response vs DMSO, % at 10 µM. 320,000 compounds, 0.065% hits. AID 2029;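 active means GFP response relative to DMSO above a set limit, near the screen mean plus 3 SD, cut at about 150% in these data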;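 further: ratio of well median GFP fluorescence to mean of DMSO wells on the plate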
RPL19A-GFP yeast – modulators of TOR pathway RPL19A-GFP in S. cerevisiae; S. cerevisiae RPL19A-GFP strain, flow cytometry, 3 h; active compounds read low; percent response vs DMSO, % at 10 µM; 330,000 compounds, 0.3% hits;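 active means percent response vs DMSO below 50%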;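 further: median channel GFP fluorescence of the barcoded RPL19A-GFP strain; ratio of sample median GFP to plate DMSO average so 100% = DMSO; lower means less RPL19A-GFP as with rapamycin TOR inhibition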
AGP1 TOR yeast – alters AGP1-GFP fluorescence in TOR pathway yeast screen; S. cerevisiae AGP1-GFP multiplex flow cytometry, 3 h; GFP as percent of DMSO wells; GFP response vs DMSO, % at 10 µM; 320,000 compounds, 0.02% hits;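 active means GFP response relative to DMSO above a set limit, near screen average plus 3 SD, cut at about 150% in these data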;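 further: median GFP channel fluorescence of the gated AGP1 strain per well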
Yeast superoxide – lowers age-related superoxide in aged yeast cells. S. cerevisiae aged cells, superoxide DHE fluorescence; active compounds read low. superoxide response (% of plate mean), % at 10 µM. 330,000 compounds, 0.18% hits. AID 2690;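 active means superoxide response under a set limit, about three screen SD below normal, cut at about 65% in these data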;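 further: yeast aged for seven days with compound at 30 °C before DHE staining; 100% = average MFI of all compound-treated wells on the plate with controls excluded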
AHR activator – activates the human aryl hydrocarbon receptor; AHR-responsive luciferase reporter cells, luminescence; AID 2796; 320,000 compounds, 2.5% hits; activation, % at 5 µM; P35869; in the data active means activation above about 47%;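 further: 0% = vehicle wells and 100% = reference agonist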
Target sequence (P35869 whole entry, looked up): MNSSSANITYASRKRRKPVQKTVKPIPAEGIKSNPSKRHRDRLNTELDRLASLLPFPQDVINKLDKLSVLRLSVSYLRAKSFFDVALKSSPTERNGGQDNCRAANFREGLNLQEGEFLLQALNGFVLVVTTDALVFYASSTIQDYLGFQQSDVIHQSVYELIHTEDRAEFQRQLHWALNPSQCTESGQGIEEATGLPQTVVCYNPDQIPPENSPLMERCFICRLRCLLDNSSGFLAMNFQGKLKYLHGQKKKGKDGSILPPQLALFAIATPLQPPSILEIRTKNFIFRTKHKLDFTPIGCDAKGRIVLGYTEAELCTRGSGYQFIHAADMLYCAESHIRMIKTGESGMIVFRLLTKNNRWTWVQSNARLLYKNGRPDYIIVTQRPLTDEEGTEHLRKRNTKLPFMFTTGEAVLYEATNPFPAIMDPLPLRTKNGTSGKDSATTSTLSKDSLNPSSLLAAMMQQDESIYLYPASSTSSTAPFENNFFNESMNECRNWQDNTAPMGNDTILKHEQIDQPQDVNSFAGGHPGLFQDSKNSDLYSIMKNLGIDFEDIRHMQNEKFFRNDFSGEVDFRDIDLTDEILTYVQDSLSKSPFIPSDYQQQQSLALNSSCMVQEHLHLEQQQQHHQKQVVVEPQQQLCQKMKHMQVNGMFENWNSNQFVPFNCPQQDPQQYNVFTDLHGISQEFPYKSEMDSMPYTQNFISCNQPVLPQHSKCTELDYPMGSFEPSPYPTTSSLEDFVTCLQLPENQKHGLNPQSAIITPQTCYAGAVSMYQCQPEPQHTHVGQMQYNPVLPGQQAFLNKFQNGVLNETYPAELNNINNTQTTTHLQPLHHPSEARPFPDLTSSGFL
Efflux pump inh – inhibitors of Candida antifungal efflux pumps expressed in yeast. inhibition, % at 10 µM. 330,000 compounds, 0.44% hits. S. cerevisiae Candida pump triplex, Nile Red efflux;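 active means plate passing quality check with inhibition over a set limit, or well fluorescence over plate mean plus 4 SD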;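 further: Nile Red retained in pooled yeast measured as flow cytometry median fluorescence; 0% = buffer negative control and 100% = Enniatin B positive control; higher means more Nile Red kept so more efflux inhibition; some compounds called inactive have numbers as strong as hits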
LAP4-GFP MLPCN – yeast TOR pathway LAP4-GFP modulation | S. cerevisiae LAP4-GFP multiplex, flow cytometry GFP, 3 h; median GFP as percent of DMSO wells | GFP response vs DMSO, % at 10 µM | 320,000 compounds, 0.34% hits;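 active means GFP response vs DMSO above a set limit, about the screen mean plus 3 SD, cut at about 150% in these data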
Numbers without * were called inactive; · = no result given.

SMILES | MEP2-GFP yeast | CIT2-GFP yeast | RPL19A-GFP yeast | AGP1 TOR yeast | Yeast superoxide | AHR activator | Efflux pump inh | LAP4-GFP MLPCN
O=C1C2C3C=CC(CC3)C2C(=O)N1c1ccc(F)cc1 (configuration not stated) | 110 | 105 | 106 | 100 | 114 | 1 | -0.1 | 95
COc1ccc(-c2cc(C(=O)N3CCN(c4ccccc4)CC3)c3ccccc3n2)cc1 | 107 | 103 | 101 | 93 | 91 | 45 | 0.0 | 112
CCCn1c(N2CCN(C)CC2)nc2c1c(=O)[nH]c(=O)n2C | 101 | 100 | 102 | 105 | 94 | -4 | -0.1 | 108
O=C(Cn1cnc2ccccc21)N1CCc2ccccc21 | 105 | 101 | 101 | 104 | 94 | 3 | -0.1 | 97
CCOC(=O)Cc1csc(NC(=O)C(NC(=O)C2CCC(C)CC2)C(C)C)n1 (configuration not stated) | 104 | 101 | 107 | 100 | 82 | 0 | 0.2 | 94
C=CCN(c1ccccc1)S(=O)(=O)c1cccc(C(=O)OCC(=O)NC2CC2)c1 | 100 | 107 | 99 | 101 | 103 | 0 | -0.2 | 106
COC(=O)c1cccc(Oc2nc3c(c(=O)n(C)c(=O)n3C)n2Cc2ccc(C)cc2)c1 | 99 | 95 | 99 | 101 | 96 | 0 | 0.1 | 106
O=C(NCc1ccc(N2CCCC2=O)cc1)Nc1ccccc1 | 97 | 98 | 95 | 92 | 92 | -1 | -0.1 | 95
Cc1ccc(S(=O)(=O)N2CCN(C(=O)c3c(-c4ccccc4)noc3C)CC2)cc1 | 98 | 101 | 101 | 105 | 93 | 3 | 0.1 | 103
COC(C[C@@H]1O[C@@H]1[C@H](O)COCc1ccccc1)OC | 101 | 102 | 105 | 103 | 87 | 0 | -0.1 | 99
Cc1cc(C)cc(C(=O)NN2CCN(C)CC2)c1 | 97 | 92 | 96 | 96 | 104 | 0 | 0.0 | 97
CSc1ccccc1NC(=O)CCc1ccccc1 | 102 | 79 | 96 | 95 | 103 | 0 | -0.1 | 112
Nc1nc2ccc(Cc3ccncc3)cc2s1 | 109 | 104 | 107 | 105 | 100 | 20 | 0.0 | 102
Cc1cc(C)cc(C(=O)NCC(=O)NNC(=O)CSc2ccccc2F)c1 | 105 | 95 | 111 | 106 | 80 | 2 | -0.1 | 107
O=C(CC(c1ccco1)S(=O)(=O)c1ccccc1)c1ccccc1 (configuration not stated) | 104 | 102 | 104 | 97 | 112 | 0 | 0.0 | 99
COc1ccc(NC(=S)N(CCc2nc3cc(C)c(C)cc3[nH]2)Cc2cccnc2)cc1 | 100 | 108 | 99 | 104 | 96 | 7 | -0.1 | 100
CN(C(=O)N1CCN(c2ccccn2)CC1)c1ccccc1 | 98 | 97 | 102 | 104 | 98 | 1 | 0.1 | 98
O=C(CN1CCN(C(=O)C2CCCO2)CC1)Nc1ccc(F)cc1 (configuration not stated) | 106 | 102 | 104 | 101 | 104 | 5 | -0.2 | 95
NS(=O)(=O)c1ccc(Nc2nc(-c3ccc4ccccc4c3)cs2)cc1 | 99 | 95 | 95 | 103 | 115 | -13 | -0.1 | 98
CSc1nnc(C)c(=O)n1COC(=O)COc1ccccc1F | 100 | 88 | 95 | 98 | 94 | 1 | -0.2 | 99
O=C(NNc1nc(-c2ccccc2)cs1)c1ccco1 | 110 | 95 | 103 | 98 | 112 | 72* | 0.1 | 98
CC1(C)CC(=O)C=C(Nc2ccccn2)C1 | 108 | 78 | 100 | 65 | 91 | 0 | -0.1 | 105
N#Cc1nc(COc2ccccc2)oc1NCCCn1ccnc1 | 92 | 98 | 93 | 101 | 96 | 79* | -0.1 | 77
O=C(COC(=O)c1ccccc1O)Nc1cc(S(=O)(=O)N2CCCCCC2)ccc1Cl | 94 | 91 | 98 | 96 | 105 | 0 | -0.1 | 98
CCCCn1c(N)c(N(CC(C)C)C(=O)C2CCCO2)c(=O)[nH]c1=O (configuration not stated) | 96 | 99 | 93 | 98 | 96 | -1 | -0.2 | 99
O=C(Cn1nnc2ccccc2c1=O)N[C@@H](Cc1ccccc1)C(=O)O | 107 | 108 | 110 | 97 | 108 | 1 | 0.3 | 92
CSc1ccc(Cl)c(C(=O)NCCOc2ccccc2)c1 | 122 | 100 | 104 | 102 | 99 | -3 | -0.1 | 99
CCc1nn(CC(=O)NCCN2CCOCC2)c(=O)c2cc3c(OC)cccc3n12 | 99 | 103 | 98 | 97 | 88 | 6 | 0.1 | 99
Cc1ccc2nc(-c3ccncc3)cc(C(=O)Nc3ccncc3)c2c1 | 108 | 93 | 115 | 89 | 131 | 27 | 0.0 | 76
Cc1nc2ccc(S(=O)(=O)NC(C(=O)NC3CCCC3)C(C)C)cc2s1 (configuration not stated) | 109 | 104 | 103 | 110 | 95 | -1 | -0.3 | 99

3 structures already listed, arranged by formula weight, largest number first:
SMILES | MEP2-GFP yeast | CIT2-GFP yeast | RPL19A-GFP yeast | AGP1 TOR yeast | Yeast superoxide | AHR activator | Efflux pump inh | LAP4-GFP MLPCN
O=C(COC(=O)c1ccccc1O)Nc1cc(S(=O)(=O)N2CCCCCC2)ccc1Cl | 94 | 91 | 98 | 96 | 105 | 0 | -0.1 | 98
N#Cc1nc(COc2ccccc2)oc1NCCCn1ccnc1 | 92 | 98 | 93 | 101 | 96 | 79* | -0.1 | 77
O=C(NNc1nc(-c2ccccc2)cs1)c1ccco1 | 110 | 95 | 103 | 98 | 112 | 72* | 0.1 | 98

(listing goes on)
SMILES | MEP2-GFP yeast | CIT2-GFP yeast | RPL19A-GFP yeast | AGP1 TOR yeast | Yeast superoxide | AHR activator | Efflux pump inh | LAP4-GFP MLPCN
COc1ccc(NC(=O)C2C3CC/C=C\CCC32)cc1 (configuration not stated) | 93 | 96 | 100 | 102 | 103 | 1 | -0.1 | 106
C=CCOc1cccc(C2C(C(=O)c3ccco3)=C(O)C(=O)N2CCN2CCOCC2)c1 (configuration not stated) | 95 | 90 | 98 | 98 | 95 | 2 | 0.0 | 102
CCCCN1CCc2c([nH]c3c(C)cccc23)C1=O | 95 | 102 | 99 | 98 | 102 | -5 | 0.0 | 99
Cc1ccc(NS(=O)(=O)c2ccc(-c3ccc(=O)[nH]n3)o2)cc1 | 102 | 117 | 102 | 106 | 96 | 19 | 0.0 | 104
COc1ccc(CCNC(=O)CSc2nc(O)cc(=O)[nH]2)cc1OC | 93 | 89 | 95 | 97 | 86 | 0 | 0.2 | 103
CS(=O)(=O)N1CCN(c2ccccc2NC(=O)c2ccc(-c3ccc(Cl)cc3Cl)o2)CC1 | 90 | 87 | 92 | · | 112 | 5 | -0.2 | 96
CC(c1ccc(F)cc1)n1c(-c2cccs2)n[nH]c1=S (configuration not stated) | 110 | 108 | 110 | 114 | 86 | 0 | -0.1 | 100
Cc1cc(C)cc(NC(=O)c2cccc(C(=O)Nc3cc(C)cc(C)c3)n2)c1 | 111 | 102 | 105 | 102 | 115 | 18 | 0.1 | 95
COc1ccc(NC(=O)CNc2ccccc2N2CCCC2=O)cc1S(=O)(=O)N1CCOCC1 | 94 | 92 | 95 | 95 | 106 | 1 | -0.1 | 94
CCS(=O)(=O)N1CCN(c2ccc(S(=O)(=O)N3CCOCC3)cc2)CC1 | 104 | 96 | 98 | 109 | 100 | -1 | -0.1 | 103

Record cards, from the list above. Values in the order: MEP2-GFP yeast, CIT2-GFP yeast, RPL19A-GFP yeast, AGP1 TOR yeast, Yeast superoxide, AHR activator, Efflux pump inh, LAP4-GFP MLPCN
Listed for COc1ccc(CCNC(=O)CSc2nc(O)cc(=O)[nH]2)cc1OC : 93, 89, 95, 97, 86, 0, 0.2, 103
Listed for O=C(Cn1cnc2ccccc21)N1CCc2ccccc21 : 105, 101, 101, 104, 94, 3, -0.1, 97
Listed for CSc1nnc(C)c(=O)n1COC(=O)COc1ccccc1F : 100, 88, 95, 98, 94, 1, -0.2, 99
Listed for COc1ccc(NC(=O)C2C3CC/C=C\CCC32)cc1 (configuration not stated) : 93, 96, 100, 102, 103, 1, -0.1, 106
Listed for Cc1cc(C)cc(C(=O)NN2CCN(C)CC2)c1 : 97, 92, 96, 96, 104, 0, 0.0, 97

(further entries)
SMILES | MEP2-GFP yeast | CIT2-GFP yeast | RPL19A-GFP yeast | AGP1 TOR yeast | Yeast superoxide | AHR activator | Efflux pump inh | LAP4-GFP MLPCN
O=C(c1cccc([N+](=O)[O-])c1)N1CCN(c2n[nH]c(=O)[nH]c2=O)CC1 | 92 | 98 | 97 | 101 | 124 | -1 | -0.1 | 110
O=C(NC1CCCCC1)N1CCCCCCC1 | 99 | 115 | 98 | 99 | 115 | -2 | 0.1 | 102
O=C(c1ccc(Cn2cc(Br)cn2)cc1)N1CCN(c2ccccc2)CC1 | 101 | 102 | 100 | 101 | 95 | 1 | 0.1 | 106
COc1ccc2c(c1)CCc1c(C(=O)N3CC4(C)CC3CC(C)(C)C4)noc1-2 (configuration not stated) | 97 | 98 | 98 | 100 | 101 | -2 | 0.1 | 102
CC(=O)OC(C(=O)NCCN1CCOCC1)c1c(F)cccc1F (configuration not stated) | 107 | 101 | 105 | 104 | 93 | 0 | 0.1 | 94
CCC(C)(C)NC(=O)C(c1ccc(OC)cc1)N(C(=O)CCC(=O)Nc1cc(C)on1)C(C)(C)C (configuration not stated) | 106 | 102 | 103 | 102 | 109 | -2 | -0.2 | 95
O=C(N/N=C/C(Br)=C/c1ccccc1)NC1CCCCC1 | 100 | 97 | 95 | 96 | 100 | 27 | 0.1 | 115
Cc1ccc2c(c1)cc(CN(Cc1cccs1)C(=O)c1ccco1)c1nnnn12 | 107 | 104 | 104 | 106 | 109 | 3 | -0.1 | 95
COC(=O)CS(=O)(=O)c1cccc2cccnc12 | 102 | 106 | 106 | 92 | 119 | -3 | -0.1 | 98
Cc1ccc(N(C(=O)CCC(=O)Nc2cc(C)on2)C(C(=O)NC2CCCC2)c2ccccc2)cc1 (configuration not stated) | 104 | 104 | 100 | 97 | 99 | 4 | -0.1 | 89
CCN(CC)CCCNC(=S)N(Cc1cccnc1)Cc1cc2cccc(C)c2[nH]c1=O | 104 | 102 | 98 | 100 | 89 | 4 | -0.2 | 99
C[C@@H]1C[C@@H]2OC(=O)[C@]3(C)[C@H]2[C@@H](OC3(C)O)[C@]2(C)C(=O)CC[C@H]12 (some centres not stated) | 91 | 86 | 98 | 84 | 109 | 2 | 0.0 | 109
Cc1ccc(S(=O)(=O)N2CCOCC2)cc1NC(=O)COC(=O)COc1cccc2c1OC(C)(C)C2 | 101 | 99 | 100 | 106 | 96 | -2 | -0.3 | 105
CCOC(=O)c1cnc2ccc(C(=O)OC)cc2c1Nc1ccc(C(=O)O)cc1 | 102 | 96 | 94 | 103 | 105 | 2 | -0.1 | 97
Cc1cnc(NC(=O)CSc2c(Cl)cccc2Cl)s1 | 98 | 94 | 102 | 104 | 99 | 3 | 0.0 | 105
OCC(Cc1ccc2c(c1)OCO2)C(CO)Cc1ccc2c(c1)OCO2 (configuration not stated) | 98 | 89 | 100 | 97 | 108 | 2 | 0.3 | 101
O=C(Nc1ccccn1)NC1CCS(=O)(=O)C1 (configuration not stated) | 106 | 104 | 107 | 106 | 95 | 0 | -0.1 | 104
COc1ccc(C(=O)Nc2cc(C)nc3ccccc23)cc1OC | 101 | 104 | 96 | 92 | 98 | 43 | -0.2 | 99
Cn1ccnc1Sc1ccc(C(N)=O)cc1[N+](=O)[O-] | 93 | 91 | 93 | 94 | 121 | 3 | 0.3 | 91
COc1ccc(/C=C/C(=O)Nc2nc(C)c(C(=O)N(C)C)s2)cc1OC | 100 | 99 | 104 | 96 | 95 | 11 | -0.1 | 87
O=C(CSc1nc2ccc(Cl)cc2[nH]1)Nc1ccc2c(c1)CCC2 | 97 | 96 | 96 | 92 | 104 | 14 | 0.1 | 89
CC(NC(=O)CN1CCc2ccccc21)c1ccccc1 (configuration not stated) | 99 | 103 | 98 | 103 | 90 | 9 | -0.1 | 98
Cc1ccc2oc(=O)n(CC(=O)c3ccc(F)cc3)c2c1 | 105 | 104 | 103 | 106 | 110 | 0 | -0.1 | 107
